Assay outcomes: PubChem, several laboratories
TMEM16A inh: inhibitors of mouse TMEM16A calcium-activated chloride channel. 310,000 compounds, 1.2% hits. normalized B-score (activity score, 25-100; higher = stronger inhibition) at 10 µM. HEK293 TMEM16A/YFP iodide influx fluorescence, ionomycin. AID 588511. Q8BHY3;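 active = ratio plate-corrected score three or more library SD toward inhibition, starting fluorescence score within five deviations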;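 note: score derived from kinetic fluorescence span divided by baseline fluorescence per well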
KCNK3 inh: human KCNK3 channel inhibition, primary screen. O14649. CHO-KCNK3 thallium flux, FluxOR fluorescence; hits give low values. B-score at 10 µM. 340,000 compounds, 0.84% hits. AID 602410;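 active = B-score under library mean minus 4 SD, starting fluorescence ratio at most library mean plus 5 SD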;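 note: more negative B-score means stronger inhibition of thallium flux through KCNK3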
Target sequence (O14649 whole entry, looked up): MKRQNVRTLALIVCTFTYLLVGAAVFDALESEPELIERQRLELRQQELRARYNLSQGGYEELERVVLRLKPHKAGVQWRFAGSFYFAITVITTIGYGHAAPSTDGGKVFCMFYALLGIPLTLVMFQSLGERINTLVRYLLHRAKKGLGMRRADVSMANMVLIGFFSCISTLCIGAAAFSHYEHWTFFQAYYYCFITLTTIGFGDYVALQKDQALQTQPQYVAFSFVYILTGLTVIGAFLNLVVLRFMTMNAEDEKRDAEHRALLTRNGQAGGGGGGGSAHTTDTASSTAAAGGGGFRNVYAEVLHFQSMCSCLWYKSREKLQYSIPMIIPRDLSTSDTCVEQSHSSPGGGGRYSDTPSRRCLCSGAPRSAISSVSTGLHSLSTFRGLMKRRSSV
HDAC3 inh: inhibitors of human histone deacetylase 3; O15379; inhibition, % at 8.3 µM; recombinant HDAC3, fluorogenic peptide/trypsin coupled, fluorescence; 320,000 compounds, 0.15% hits; in the data active = inhibition above about 26%, passing the limit was not always enough
Target sequence (O15379 whole entry, looked up): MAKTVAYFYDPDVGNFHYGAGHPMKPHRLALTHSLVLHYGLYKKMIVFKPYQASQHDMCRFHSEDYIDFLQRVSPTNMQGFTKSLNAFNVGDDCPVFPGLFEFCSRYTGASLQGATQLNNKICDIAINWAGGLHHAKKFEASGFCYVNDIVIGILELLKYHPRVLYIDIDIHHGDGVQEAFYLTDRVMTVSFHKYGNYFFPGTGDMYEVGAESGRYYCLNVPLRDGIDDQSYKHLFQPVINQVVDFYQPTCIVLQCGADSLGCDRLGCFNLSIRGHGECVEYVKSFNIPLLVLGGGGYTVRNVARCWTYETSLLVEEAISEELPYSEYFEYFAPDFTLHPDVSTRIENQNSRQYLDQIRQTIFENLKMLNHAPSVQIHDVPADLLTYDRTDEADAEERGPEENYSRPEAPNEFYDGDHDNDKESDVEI
ANO1 activ: activates or potentiates the mouse TMEM16A chloride channel | Q8BHY3 | HEK293 TMEM16A/YFP-H148Q/I152L, iodide quench fluorescence; hits give low values | B-score at 10 µM | 340,000 compounds, 0.3% hits;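 active = fluorescence-ratio B-score plate-corrected deviation score at least 3 library SD below zero, with starting fluorescence score within 5 deviations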;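 note: channel opened by trigger with iodide after compound preincubation; score built on the fluorescence ratio of max minus min over baseline; more negative score means more quench and so TMEM16A activation or potentiation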
Starred values were filed as active, the others as inactive; i = inactive; nt = not tested or not shown. This is a subset; the hit share may differ from the screen's.

SMILES | TMEM16A inh | KCNK3 inh | HDAC3 inh | ANO1 activ
C#C[C@]1(O)[C@H](O)CC2C3CC[C@H]4C[C@@H](O)CC[C@]4(C)C3CC[C@@]21C (stereo not given in full) | nt | nt | 4 | nt
C[C@]12CCC3C(CC[C@H]4C[C@H](O)CC[C@]34C)C1C[C@@H](CCCCl)[C@@H]2O (stereo not given in full) | nt | nt | 6 | nt
C[C@]12CCC3C(CC[C@H]4C[C@@H](O)CC[C@]34C)C1C[C@H](Br)[C@@H]2O (stereo not given in full) | nt | nt | 2 | nt
NCC1(CC(=O)O)CCCCC1 | i | nt | 2 | nt
CC(=O)N1Cc2cnnn2-c2ccccc2C1(C)C#N (stereo not given) | nt | i | nt | nt
N#Cc1ccc(C(=O)N2Cc3cnnn3-c3ccccc3C2C#N)cc1 (stereo not given) | nt | i | nt | nt
COc1ccc(CN2Cc3cnnn3-c3ccccc3C2C)cc1 (stereo not given) | nt | i | nt | nt
CC(=O)N1Cc2cnnn2-c2ccccc2C1C#N (stereo not given) | nt | i | nt | nt
c1cc2c(cc1N1CCCCC1)C1CC2CCN1 (stereo not given) | nt | i | nt | nt
Cc1ccc(S(=O)(=O)N2Cc3cnnn3-c3ccccc3C2C#N)cc1 (stereo not given) | nt | i | nt | nt
CCOC(=O)CC1c2ccccc2-n2nncc2CN1C (stereo not given) | nt | i | nt | nt
c1ccc(CCc2ccc3n2Cc2cnnn2-c2ccccc2-3)cc1 | nt | i | nt | nt
N#CC1c2ccccc2-n2nncc2CN1Cc1cc(Cl)cc(Cl)c1 (stereo not given) | nt | i | nt | nt
COc1ccc(CN2Cc3cnnn3-c3ccccc3C2c2ccccc2)cc1 (stereo not given) | nt | i | nt | nt
CN1Cc2ccccc2-n2nncc2C1 | nt | i | nt | nt
CCOC(=O)C1(c2ccccc2)CCN(CCc2ccc(NC(=O)CCC(=O)O)cc2)CC1 | nt | i | nt | i
Cc1ccc(OP2(=O)Nc3cc(C)c(C)cc3S2)cc1 (stereo not given) | nt | i | nt | i
O=C1NC(=O)C(=Cc2ccccc2OCCOc2ccc([N+](=O)[O-])cc2)C(=O)N1 | nt | i | nt | i
c1cncc(CNCCN2CCNCC2)c1 | nt | i | nt | i
O=[N+]([O-])c1ccc(C(c2ccc([N+](=O)[O-])cc2)c2ccc([N+](=O)[O-])cc2)cc1 | nt | i | nt | i
O=C1NC(=S)NC(=O)C1=Cc1c(Cl)cccc1Cl | nt | i | nt | i
Oc1ccc2c3c1OC1c4[nH]c5ccccc5c4C[C@@]4(O)C(C2)N(CC2CC2)CC[C@]314 (stereo not given in full) | nt | i | nt | i
COC1C(C)OC(OC2CC(C)(O)Cc3cc4c(c(O)c32)C(=O)c2c(O)cc3c(c2C4=O)OC2OC3(C)C(O)C(N(C)C)C2O)C(OC)C1(C)OC (stereo not given) | nt | i | nt | i
C[C@]12CCC(=O)C=C1C=CC1C2CC[C@@]2(C)C1CC[C@@H]2O (stereo not given in full) | nt | i | nt | i
CCC(C)C1NC(=O)C2CCCN2C(=O)C(CC(C)C)OC(=O)CCNC(=O)C(C)N(C)C(=O)C(C(C)C)N(C)C1=O (stereo not given) | nt | i | nt | i
CC12CCC(=O)C=C1CCC1C2CCC2(C)C(O)(C(=O)CO)CCC12O (stereo not given) | nt | i | nt | i
c1ccc(C(c2ccccc2)c2cccnc2)cc1 | nt | i | nt | i
CCOc1cc(C=O)ccc1O | nt | i | nt | i
CC(C)CNC(=O)/C=C/C=C/CCCCCC/C=C/c1ccc2c(c1)OCO2 | nt | -9.4* | nt | i
S=P1(Oc2ccccc2)Nc2ccccc2N1 | nt | i | nt | i
NC(Cc1ccccc1)c1nn[nH]n1 (stereo not given) | nt | i | nt | i
CN1C2CCC1CC(OC(=O)c1cccc(O)c1)C2 (stereo not given) | nt | i | nt | i
CCC1([N+](=O)[O-])COP(N)(=O)OC1 (stereo not given) | nt | i | nt | i
Cc1ccc(NP(=O)(Oc2ccccc2)Oc2ccccc2)cc1 | nt | i | nt | i
NC1(C(=O)O)CCCc2ccc(N(CCCl)CCCl)cc21 (stereo not given) | nt | i | nt | i
CC(=O)/C=C/c1ccccc1 | nt | i | nt | i
CCC1CCC(C)N(N=O)C1 (stereo not given) | nt | i | nt | i
Cc1ccc2c(C)cccc2c1 | nt | i | nt | i
Cc1ccc(N2C(=O)NC(=O)/C(=C/c3ccoc3)C2=O)cc1 | nt | i | nt | i
C=CCN1CC[C@]23c4c5ccc(O)c4OC2C(O)C=CC3[C@H]1C5 (stereo not given in full) | nt | i | nt | i
CC12CCC(=O)CC1CCC1C2C(=O)CC2(C)C1CCC2(C)O (stereo not given) | nt | i | nt | i
Oc1ccccc1Cl | nt | i | nt | i
CC1([N+](=O)[O-])COP(=O)(NC2CCCC2)OC1 (stereo not given) | nt | i | nt | i
COC12CCC3(CC1C(C)(O)C(C)(C)C)[C@H]1Cc4ccc(OC5OC(C(=O)O)[C@@H](O)C(O)[C@H]5O)c5c4[C@@]3(CCN1CC1CC1)C2O5 (stereo not given in full) | nt | i | nt | i
c1ccc(-c2ccncc2)cc1 | nt | i | nt | i
Cc1cc2c(cc1C)NP(=S)(c1ccccc1)N2 | nt | i | nt | i
C[C@]12CCC3C(CC[C@@H]4[C@H]5O[C@H]5CC[C@]34C)C1CC[C@@H]2O (stereo not given in full) | nt | i | nt | i
C#C[C@]1(O)CCC2C3CC=C4C[C@H](O)CC[C@]4(C)C3CC[C@@]21C (stereo not given in full) | nt | i | nt | i
CCC1(CCO)C(=O)NC(=S)NC1=O | nt | i | nt | i
NP(=O)(Oc1ccccc1)Oc1ccccc1 | nt | i | nt | i
Cc1ccc(O)c(CN2CCC3CCC(C3)C2)c1 (stereo not given) | nt | i | nt | i
COc1cc(C2c3cc4c(c(O)c3CC3COC(=O)C32)OCO4)cc(OC)c1OC (stereo not given) | nt | i | nt | i
COc1ccc2c(c1)C(c1ccc(N(CCCl)CCCl)cc1)=NCC2 | nt | -8.7* | nt | i
Cc1ccc(N2CCNCC2C)cc1 (stereo not given) | nt | i | nt | i
O=C(CCN1CC1)OCCOC(=O)CCN1CC1 | nt | i | nt | i
CCC(=O)OC1CCC2C3CCC4CC(=O)C=CC4(C)C3CCC12C (stereo not given) | nt | i | nt | i
N#C/C(=C\c1ccc(O)cc1)C(=O)O (tested in a mixture with another compound) | nt | i | nt | i
CC(=O)O[C@H]1CCC2C3CC[C@H]4[C@@H](O)[C@H](O)CC[C@]4(C)C3CC[C@@]21C (stereo not given in full) | nt | i | nt | i
CC1CC(C)CC(C)C(O)C(C#N)=CC=CCC(C2CCCC2C(=O)O)OC(=O)CC(O)C(C)C1 (stereo not given) | nt | i | nt | i
CC1CCCN1CCC(C(N)=O)(c1ccccc1)c1ccccc1 (stereo not given) | nt | i | nt | i
The results go on:
SMILES | TMEM16A inh | KCNK3 inh | HDAC3 inh | ANO1 activ
O=C1CC=C2C3CC4N(CCC45c4cc(O)c(O)cc4N1C25)CC3=CCBr (stereo not given) | nt | i | nt | i
O=C1NC(=O)C(Cc2ccccc2)C(=O)N1 | nt | i | nt | i
Cc1ccnc(NC(=O)CCCc2ccc(N(CCCl)CCCl)cc2)n1 | nt | i | nt | i
CC1(C)NC(=S)C(C)(C)N1N=O | nt | i | nt | i
CN1CCC(N(C)c2ncnc3ccc(Br)cc23)CC1 | nt | i | nt | i
COc1cc2c(cc1OC)C13CCN4C=C5CCOC6CC(=O)N2C1C6C5CC43 (stereo not given) | nt | i | nt | i
CCN[C@@H](C)Cc1cccc(C(F)(F)F)c1 | nt | i | nt | i
CC1CC=CCC12C(=O)NC(=S)NC2=O (stereo not given) | nt | i | nt | i
c1cc(OCCN2CC2)ccn1 | nt | i | nt | i
COc1ccc(OC)c(C(O)C(C)N)c1 (stereo not given) | nt | i | nt | i
CN(C)P(=O)(N(C)C)N1CC1 | nt | i | nt | i
c1ccc(C(CN2CCCCC2)c2ccccc2)cc1 | nt | i | nt | i
c1cc2c(cc1NC1=NCCO1)CCCC2 | nt | i | nt | i
O=C1NC(=O)C(=Cc2cccs2)C(=O)N1 | nt | i | nt | i
O=C1NC(=O)C(=CCc2ccccc2)C(=O)N1 | nt | i | nt | i
Cc1cccc(C(O)(C(=O)O)c2ccccc2)c1 (stereo not given) | nt | i | nt | i
CCC1CN2CCc3cc(OC)c(OC)cc3C2CC1CC1NCCc2c1[nH]c1ccc(O)cc21 (stereo not given) | nt | i | nt | i
CCN1C(=O)NC(=O)C2(CCCC2)C1=O | nt | i | nt | i
O=C(OC1CC2CCC(N2)C1C(=O)O)c1ccccc1 (stereo not given) | nt | i | nt | i
CCc1cccc(CC)c1N(COC)C(=O)CCl | nt | i | nt | i
O=C(NCCCN1CC1)Nc1cccc2ccccc12 | nt | i | nt | i
CCOc1ccc(C=C2C(=O)NC(=S)NC2=O)cc1OCC | nt | i | nt | i
O=C1NC(=S)NC(=O)C1Cc1ccccc1 | nt | i | nt | i
CC1CN1P(=O)(Oc1ccccc1)N1CC1C (stereo not given) | nt | i | nt | i

Compounds listed so far with a Cl atom:
SMILES | TMEM16A inh | KCNK3 inh | HDAC3 inh | ANO1 activ
C[C@]12CCC3C(CC[C@H]4C[C@H](O)CC[C@]34C)C1C[C@@H](CCCCl)[C@@H]2O (stereo not given in full) | nt | nt | 6 | nt
N#CC1c2ccccc2-n2nncc2CN1Cc1cc(Cl)cc(Cl)c1 (stereo not given) | nt | i | nt | nt
O=C1NC(=S)NC(=O)C1=Cc1c(Cl)cccc1Cl | nt | i | nt | i
NC1(C(=O)O)CCCc2ccc(N(CCCl)CCCl)cc21 (stereo not given) | nt | i | nt | i
Oc1ccccc1Cl | nt | i | nt | i
COc1ccc2c(c1)C(c1ccc(N(CCCl)CCCl)cc1)=NCC2 | nt | -8.7* | nt | i
Cc1ccnc(NC(=O)CCCc2ccc(N(CCCl)CCCl)cc2)n1 | nt | i | nt | i
CCc1cccc(CC)c1N(COC)C(=O)CCl | nt | i | nt | i

Next compounds.
SMILES | TMEM16A inh | KCNK3 inh | HDAC3 inh | ANO1 activ
O=C1NC(=S)NC(=O)C1c1ccccc1 | nt | i | nt | i
c1cc2c(cc1[C@H]1OCC3C1CO[C@@H]3c1ccc3c(c1)OCO3)OCO2 (stereo not given in full) | nt | i | nt | i
S=P(N1CCCCCC1)(N1CC1)N1CC1 | nt | i | nt | i
O=C(O)C1C2c3ccccc3C(=O)C1(C(=O)O)c1ccccc12 (stereo not given) | nt | i | nt | i
CC12CCC(=O)C=C1CCC1C2C(O)CC2(C)C(O)CCC12 (stereo not given) | nt | i | nt | i
CC(O)C1C=CC=CC(=O)OC2CC3OC4C5OC5(C)CCC4(COC(=O)C4OC4(C)C(O)CO1)C2(C)C31CO1 (stereo not given) | nt | i | nt | i
O=P(Oc1ccc(Cl)cc1)(N1CC1)N1CC1 | nt | i | nt | i
Oc1ccc(CCN2CCCCC2)cc1 | nt | i | nt | i
O=C(NN=Cc1ccc(N(CCCl)CCCl)cc1Cl)c1cccnc1 | nt | i | nt | i
Oc1ccc(Cl)cc1 | nt | i | nt | i
CC[n+]1c(-c2ccccc2)c2cc(N)ccc2c2ccc(N)cc21 | nt | i | nt | i
CC(C)CC1(CCc2ccccc2)C(=O)NC(=O)NC1=O | nt | i | nt | i
COC(=O)C1C2c3ccccc3C(c3ccccc32)C1(C)C(=O)OC (stereo not given) | nt | i | nt | i
CNC1(c2ccc(F)cc2)CCCCC1 | nt | i | nt | i
C[N+](C)(C)CC1CCCC1=O (stereo not given) | nt | i | nt | i
COc1ccc2c(c1)C(NC(C)=O)CCc1cc(OC)c(OC)c(OC)c1-2 (stereo not given) | nt | i | nt | i
O=C1C(=O)N(c2ccccc2)P(=O)(N(CCCl)CCCl)N1c1ccccc1 | nt | i | nt | i
CCC(=O)OC(Cc1ccccc1)(c1ccccc1)C(C)CN(C)C (stereo not given) | nt | i | nt | i
Cc1ccc(NC(=O)N2CC2)cc1NC(=O)N1CC1 | nt | i | nt | i
CN1CCCC1c1ccc(=O)[nH]c1 (stereo not given) | nt | i | nt | i
CN1C(=O)CCC2(C)C1=CCC1C2CCC2(C)C1CCC2(C)O (stereo not given) | nt | i | nt | i
CC1CC(C)(O)CC(C(O)CC2CC(=O)NC(=O)C2)C1=O (stereo not given) | nt | i | nt | i
C[C@H]1[C@@H](OS(=O)(=O)O)C[C@@H]2C[C@H]([C@@H](O)c3cc(=O)[nH]c(=O)[nH]3)NC3=NC[C@H]1N32 | nt | i | nt | i
O=C(O)C1(Br)CC12c1ccccc1-c1ccccc12 (stereo not given) | nt | i | nt | i
CN1C2CCC1C(C(=O)O)C(O)C2 (stereo not given) | nt | i | nt | i
CSc1nc(C)c(Br)c(N2CC2)n1 | nt | i | nt | i
CC(C)N(C(=O)CCl)c1ccccc1 | nt | i | nt | i
C[N+](C)(C)CC1CCCc2ccccc2C1=O (stereo not given) | nt | i | nt | i
COc1ccc2c3c1OC1C(O)C=CC4[C@@H](C2)N(C)CC[C@]314 (stereo not given in full) | nt | i | nt | i
C(=NC1CCCCC1)c1c[nH]c2ccccc12 | nt | i | nt | i
CC12Cc3cn[nH]c3C=C1CCC1C2CCC2(C)C1CCC2(C)O (stereo not given) | nt | i | nt | i
